Compound activity from PubChem.
MC4R antagonist = blocks human MC4R cAMP signaling; P32245; MC4R-expressing cells, MTII-stimulated cAMP, LANCE TR-FRET; inhibition, % at 6.5 µM; actives 0.48% (n = 360,000);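 active means inhibition above its plate's cutoff, the mean of tested wells on that plate plus 3 SD, cut at about 29% in these data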;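 further: 0% = Melanotan II alone and 100% = Melanotan II plus saturating MCL0020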
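Assay system: human MC4R-expressing U2OS cells; reagent: Melanotan II stimulation of cells; dosing: 6.5 µM single dose; timing: compound 30 min, challenge 1 h, detection 1 h; signal: TR-FRET cAMP assay; replicates: one well per compound, no replicates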
SRC2 inh = human SRC2 (NCOA2) inhibition; Q15596; HEK293 GAL4-SRC2 luciferase reporter, luminescence; inhibition, % at 9 µM; actives 0.17% (n = 370,000);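 active means inhibition above the mean inhibition of all tested compounds plus 3 SD, set per campaign, cut at about 52% in these data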;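 further: 0% = DMSO treated cells and 100% = cells given Gossypol at 36 µM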
m5-HT2A agonist = activates the mouse 5-HT2A serotonin receptor | CHO-K1 mHTR2A beta-arrestin complementation, luminescence; percent of 30 µM serotonin response | activation, % at 7.6 µM | actives 0.66% (n = 360,000) | AID 624169;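 active means activation above a run cutoff, the mean activation of all tested compounds plus 3 SD, cut at about 14% in these data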;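 further: 0% = plate median of compound wells and 100% = 30 µM serotonin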
Target sequence (P35363 whole entry, looked up): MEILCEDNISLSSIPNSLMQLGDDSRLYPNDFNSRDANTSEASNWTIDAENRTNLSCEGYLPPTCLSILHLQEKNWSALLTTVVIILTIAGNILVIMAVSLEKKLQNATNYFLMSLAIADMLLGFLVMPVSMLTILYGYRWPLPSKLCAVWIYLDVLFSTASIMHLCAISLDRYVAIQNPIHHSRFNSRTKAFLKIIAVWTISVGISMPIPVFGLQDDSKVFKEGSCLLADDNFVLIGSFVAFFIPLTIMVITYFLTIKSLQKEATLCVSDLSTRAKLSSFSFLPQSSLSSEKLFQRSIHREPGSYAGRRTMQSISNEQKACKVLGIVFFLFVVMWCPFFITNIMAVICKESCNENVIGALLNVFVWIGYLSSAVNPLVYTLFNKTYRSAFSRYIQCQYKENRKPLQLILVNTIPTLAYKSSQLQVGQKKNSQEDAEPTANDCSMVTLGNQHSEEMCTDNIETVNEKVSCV
MC4R barr agon = human MC4R agonism via beta-arrestin; P32245; U2OS MC4R beta-arrestin complementation, luminescence; percent of melanotan II response, DMSO zero; activation, % at 8.9 µM; actives 0.98% (n = 360,000); AID 540308;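 active means activation above a per-plate cutoff, the mean activation of sample wells on that plate plus 3 SD, cut at about 8% in these data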
ABCB6 inh MLPCN = human ABCB6 transporter inhibition; Q9NP58; K562-ABCB6 porphyrin accumulation, flow cytometry, 1 h; hits give low values; fluorescence ratio to DMSO, % at 10 µM; actives 0.19% (n = 360,000); AID 602162;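 active means fluorescence ratio to DMSO below 75%, the collection mean minus 3 SD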;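 further: signal is porphyrin accumulated inside mitochondria; 100% equals median channel fluorescence of DMSO control wells; lower ratio means ABCB6 inhibition with less porphyrin fluorescence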
Cardio protect = protects H9c2 cardiomyocytes from peroxide injury | H2O2 injury protection, ATPLite, 2 h | actives 0.63% (n = 360,000) | protection from H2O2 cell death, % at 20 µM;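 active means compounds giving at least 50% protection of heart cells from peroxide-induced death in the single-dose screen, raw or plate-pattern-corrected value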;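 further: 0% = DMSO wells with peroxide and 100% = DMSO wells without peroxide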
ABHD5 PLIN5 PPI = blocks binding of human ABHD5 to perilipin-5. Q00G26+Q8WTS1. Split G. princeps luciferase complementation, luminescence, 4 h. inhibition, % at 4 µM. actives 0.78% (n = 360,000). AID 602281;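 active means inhibition above the mean inhibition across every tested compound plus 3 SD, cut at about 22% in these data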;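 further: 0% = DMSO only wells and the 100% control is not disclosed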
NOD2 RIPK2 PPI = inhibitors of human NOD2-RIPK2 interaction | AID 624267 | actives 0.38% (n = 360,000) | CHO BLA complementation NOD2-RIPK2, CCF4 ratio | O43353 | inhibition, % at 4.98 µM; in the data active means inhibition above about 21%;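 further: 0% = vehicle only and 100% = reference blocker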
Target sequence (O43353 whole entry, looked up): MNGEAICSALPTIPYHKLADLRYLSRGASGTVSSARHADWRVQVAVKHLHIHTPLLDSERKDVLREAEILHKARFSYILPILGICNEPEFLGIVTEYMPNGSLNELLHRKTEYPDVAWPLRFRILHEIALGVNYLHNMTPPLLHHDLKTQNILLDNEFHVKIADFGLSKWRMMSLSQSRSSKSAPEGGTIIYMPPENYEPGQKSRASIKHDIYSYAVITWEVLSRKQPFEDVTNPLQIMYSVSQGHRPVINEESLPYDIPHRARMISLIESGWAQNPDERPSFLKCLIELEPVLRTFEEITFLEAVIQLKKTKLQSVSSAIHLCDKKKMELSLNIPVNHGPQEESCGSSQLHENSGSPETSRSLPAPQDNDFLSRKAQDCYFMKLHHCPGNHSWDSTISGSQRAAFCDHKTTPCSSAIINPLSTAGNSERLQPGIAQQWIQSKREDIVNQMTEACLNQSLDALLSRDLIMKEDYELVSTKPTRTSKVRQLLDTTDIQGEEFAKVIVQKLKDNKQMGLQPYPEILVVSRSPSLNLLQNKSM
Glyco luc inh = blocks N-linked glycosylation in D54 reporter cells; D54 ERlucT glycosylation luciferase reporter, 24 h; percent of 100 nM tunicamycin response; actives 0.23% (n = 360,000); AID 588692; reporter increase, % at 12.5 µM;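 active means mean luciferase reporter signal, scaled so untreated is 0 and the glycosylation-blocking control 100, at or above a set limit in every replicate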;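 further: luciferase carries N-glycosylation sites so blocking glycosylation raises the light; 0% = median of neutral control wells and 100% = median of 100 nM tunicamycin wells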
TLR9-MyD88 inh = inhibitors of human TLR9-MyD88 binding | CHO BLA complementation TLR9-MyD88, CCF4 FRET ratio | inhibition, % at 4.98 µM | actives 0.21% (n = 340,000) | AID 504734;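 active means inhibition above the mean over all tested compounds plus 3 SD, cut at about 21% in these data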;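 further: 0% = DMSO only wells and 100% = clavulanate BLA inhibitor control wells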
* = called active by the depositor; i = inactive; . = not tested or not shown. Only part of the results is shown, so the mix of outcomes need not match the whole.

SMILES	MC4R antagonist	SRC2 inh	m5-HT2A agonist	MC4R barr agon	ABCB6 inh MLPCN	Cardio protect	ABHD5 PLIN5 PPI	NOD2 RIPK2 PPI	Glyco luc inh	TLR9-MyD88 inh
Cc1cc(CN(C)Cc2ccc(OCC(O)CN(C)Cc3ccccc3)cc2)on1 (stereo not given)	16.6	18.2	-0.7	-2.1	96.0	5.4	4.9	0.9	-0.4	-2.1
Cc1ccccc1Nc1nc(N)nc(CN(C)Cc2ccccc2Cl)n1	-9.6	-21.6	-1.1	-0.8	101.0	14.0	3.0	5.0	3.5	-5.5
Cc1ccc(S(=O)(=O)N(C)c2ccccc2C(=O)NC2CCCC2)cc1	-4.5	8.9	-3.3	-1.1	104.0	13.3	-1.4	-2.0	-0.3	2.1
CCN1C(=O)c2ccc(C(=O)Nc3ccc4c(c3)OCO4)cc2C1=O	0.3	-65.6	4.3	-1.5	103.0	-3.5	2.9	-6.0	0.3	-0.7
COc1ccc(OC)c(S(=O)(=O)N2CCN(c3ccccn3)CC2)c1	2.4	-0.3	-0.7	2.2	96.0	-4.8	-1.9	10.2	-1.4	-3.3
CSCCC(NS(=O)(=O)c1ccc2c(c1)OCCO2)C(=O)NCCc1ccccn1 (stereo not given)	-1.6	-28.9	-1.1	-1.7	88.0	8.1	-3.6	-0.7	-0.3	2.7
Cc1c(-n2c(SCC(C)C)nc3ccccc3c2=O)c(=O)n(-c2ccccc2)n1C	20.2	10.6	0.4	2.8	98.0	1.9	6.0	12.5	-1.5	-1.6
COc1ccc(NC(=O)N(C)C[C@H]2Oc3c(NC(=O)NC(C)C)cccc3C(=O)N([C@H](C)CO)C[C@@H]2C)cc1	3.9	1.6	3.3	0.6	96.0	-1.7	-0.2	-5.0	1.0	5.9
NC(=O)C1CCN(S(=O)(=O)c2cccc(C(=O)O)c2)CC1	6.2	-25.2	-1.0	0.4	91.0	-9.6	6.9	2.2	1.2	2.1
CCN1C(=O)N2C[C@H]3CON(C)[C@H]3C[C@H]2c2ccccc21	.	-21.4	2.4	.	106.0	8.8	1.1	-6.7	2.1	.
CC(C)C[C@H]1CN([C@@H](CC(C)C)CN2CCCC2CN2C(=S)NC[C@@H]2Cc2ccccc2)C(=S)N1CC1CCCCC1 (stereo not given in full)	.	5.0	0.1	.	97.0	.	-3.7	-6.9	.	.
CCN(CC)N=Nc1cccc(NC(C)=O)c1	-0.4	-36.4	-0.9	-1.9	101.0	-3.6	-2.3	3.3	3.0	-0.8
CCc1cccc(NC(=O)CCc2c(C)nn(-c3ccc(N4CCCCC4)nn3)c2C)c1	-2.2	4.7	-7.4	-0.3	91.0	-7.0	1.9	-4.3	-1.2	-9.1
Cc1cc(C)c(C#N)c(Oc2ccc(O)cc2)n1	-3.5	-15.9	2.0	-0.6	110.0	7.7	-5.3	-5.8	0.2	-4.1
Cc1nc(C(F)(F)F)ccc1C(=O)N1CCC1(C)C(=O)NS(=O)(=O)c1ccccc1 (stereo not given)	-2.3	-20.2	9.8	-2.4	95.0	4.0	4.0	-3.5	0.6	.
CCOC(=O)C1CCCN(Cc2ccc(O)c(OC)c2)C1 (stereo not given)	0.0	5.0	-3.6	-2.4	94.0	2.5	-9.3	3.4	0.0	-21.6
COc1ccc(CNC(=O)COC(=O)c2cccc(S(=O)(=O)N3CCOCC3)c2)cc1	13.0	-4.4	2.9	-0.7	96.0	-4.9	-6.2	5.5	-0.2	9.3
C[C@@H]1CN([C@H](C)CO)C(=O)CCCn2nncc2CO[C@H]1CN(C)Cc1ccc(-c2ccccc2)cc1	5.4	1.5	-1.5	-2.2	91.0	-0.8	-2.4	-3.7	-1.5	-2.0
CCCCC(=O)OCC(=O)C1(O)Cc2c(O)c3c(c(O)c2C(OC2CC(NC(=O)C(F)(F)F)C(O)C(C)O2)C1)C(=O)c1c(OC)cccc1C3=O (stereo not given)	5.9	-26.4	1.3	-3.4	i	-4.0	-8.6	1.5	-6.5	5.1
CCc1ccc(-c2cc(N)n(-c3ccccc3)n2)cc1	-2.4	-42.8	0.4	-2.3	97.0	-24.4	1.9	-16.8	-8.9	0.8
Cc1ccnc(NC(=O)c2cccc(S(=O)(=O)N3CCOCC3)c2)c1	4.9	-44.1	-4.0	-2.8	80.0	0.6	-4.9	-3.5	-4.3	-4.9
CCOP(=O)(c1ccc(N(C)C)cc1)C(O)c1ccc(C)cc1 (stereo not given)	3.1	-31.9	-0.5	-1.3	96.0	-0.4	-4.7	-5.7	0.9	4.0
COc1cc2c(cc1CNC[C@H]1O[C@@H](n3cnc(C(N)=O)n3)[C@H](O)[C@@H]1O)OCO2	4.9	-23.6	-4.0	-0.4	100.0	-2.2	-6.9	1.8	0.8	-15.8
Cc1nn(-c2ccccc2)c(C)c1C(=O)OC/C(O)=C(\C#N)c1nc2ccccc2[nH]1	11.9	-3.8	4.4	-2.1	100.0	11.2	1.8	-0.2	0.3	-16.8
COC(=O)c1nc(NC(=O)c2ccc(F)cc2)n[nH]1	13.6	-7.8	3.2	1.8	96.0	15.4	2.0	-5.6	2.7	3.9
CCOc1cccc(-c2c(C(=O)N/N=C(\C)c3cccnc3)nnn2-c2nonc2N)c1	-1.9	3.7	2.6	-3.4	93.0	4.3	-1.5	-11.8	1.2	-9.2
CS(=O)(=O)c1cnc2c(S(=O)(=O)c3ccccc3)cnn2c1N	7.1	-12.5	0.1	0.8	97.0	-1.0	-0.7	-2.5	0.9	-9.1
COc1ccc(C(=O)NCCc2nnc(SCC(=O)Nc3ccccc3F)n2C)cc1	2.8	-0.7	1.3	1.4	100.0	-2.4	1.4	-7.6	1.2	3.2
COC(=O)C1=C(C)NC(=O)/C1=C\c1cc(C)n(-c2cc(C)cc(C)c2)c1C	0.3	-38.5	-1.3	-0.8	114.0	-1.3	-1.3	-10.0	0.8	-2.0
C=CCn1c(=S)[nH]c2sccc2c1=O	-3.4	-25.0	7.2	-4.2	96.0	-5.1	-0.5	-24.0	0.0	-4.5
Cc1cc(-c2ccccc2)n2ncc(-c3ccccc3)c2n1	-8.0	3.2	-3.4	1.5	99.0	-20.3	-2.3	1.1	-20.8	-1.9
O=C(O)CN1C(=O)/C(=C/c2ccccc2Cl)Oc2ccccc21	0.0	-13.5	5.5	-1.4	97.0	2.8	-4.8	-5.4	-1.3	-10.5
O=C(Nc1c2c(nn1-c1cccc(Cl)c1)CS(=O)C2)c1ccc2c(c1)OCO2 (stereo not given)	3.3	-3.3	-6.1	-4.4	96.0	-1.5	-0.5	-0.5	2.8	0.1
O=C(NCCC(=O)N1CCN(c2ccccc2O)CC1)c1ccc(Cl)cc1	20.6	20.4	-6.6	-3.0	100.0	0.8	-4.9	-4.6	0.0	-6.0
C/C(=N/NC(=O)c1ccc2c(c1)OCO2)c1ccc(NC(=O)c2ccc(F)cc2)cc1	0.2	-50.9	-11.5	-3.9	97.0	-4.2	2.4	-5.7	-2.2	-1.8
O=C(COC(=O)C12CC3CC(CC(Br)(C3)C1)C2)NNC(=O)c1ccccc1	4.3	-18.5	-0.6	-0.7	96.0	11.7	-8.0	3.8	0.5	-1.3
COc1ccc(N2CC(NS(=O)(=O)c3ccc(F)cc3)CC2=O)cc1 (stereo not given)	12.9	-22.4	7.5	-2.3	107.0	20.3	-0.5	-13.2	-0.8	-1.1
O=C(Nc1cccn(Cc2cccc(F)c2)c1=O)NC1CCCCC1	-2.5	-7.6	7.6	-4.5	90.0	-12.0	2.9	-6.9	0.1	1.3
COc1cccc(NC(=O)/C=C/c2ccco2)c1	10.5	-45.7	3.8	-2.0	99.0	-8.7	8.8	1.3	-1.3	0.1
CCOC(=O)c1c(NC(=O)/C=C/c2ccco2)sc(C)c1C	12.3	1.7	-2.4	3.4	98.0	-3.2	5.0	-6.8	0.7	-9.2
O=C(Nc1ccc2c(c1)OCO2)c1cc(C2CCCCN2C(=O)c2ccc3c(c2)CCO3)on1 (stereo not given)	6.8	-3.1	-3.2	-0.3	102.0	-3.9	6.8	-7.5	2.7	.
Cc1noc(/C=C/c2nn(C)cc2Cl)c1[N+](=O)[O-]	-3.8	3.1	3.9	2.1	96.0	3.2	9.3	7.8	-2.8	7.9
COc1ccc(-c2c(-c3ccc(OCC(=O)NN)cc3O)n[nH]c2C)cc1OC	16.0	1.5	-6.5	0.2	97.0	2.2	0.9	-2.5	2.9	-1.6
CCOC(=O)C1(C)CCN1C(=O)c1ccccc1OC(F)(F)F (stereo not given)	7.8	-3.2	-2.9	-2.9	101.0	-5.7	-4.6	0.2	3.3	.
COc1ccccc1-c1cc(C(=O)NN)[nH]n1	-4.1	-7.2	2.2	-1.1	89.0	3.6	2.8	-6.9	0.0	.
CC(=O)Oc1c(Cl)cc(Cl)cc1/C=C/c1ccc2ccccc2n1	-2.2	-13.4	-0.1	0.5	115.0	-12.6	-1.0	-0.6	4.1	3.3
Cc1ccc(C(=O)N/N=C2\CCSC2)cc1[N+](=O)[O-]	7.9	1.4	-2.9	-1.1	97.0	19.0	2.0	5.2	-0.8	0.1
N/C(=N\OS(=O)(=O)c1ccc(Cl)cc1)c1cccnc1	0.4	20.9	4.2	-0.2	98.0	-1.4	2.4	3.6	4.3	-3.2
O=c1c2ccccc2ncn1-c1cccc(Br)c1	3.5	-4.1	0.6	-0.1	96.0	2.1	1.6	7.0	-0.5	2.5
COC(=O)c1oc2ccc(OC)cc2c1N	-10.6	-13.8	0.8	0.5	100.0	-5.2	0.5	4.8	-0.7	8.7
Cc1cccc(Nc2nc(N3CCOCC3)nc(N3CCOCC3)n2)c1	21.4	15.5	-2.6	3.1	99.0	4.6	-19.4	4.4	-9.7	-0.4
N#Cc1c(N)[nH]c(C(=O)c2ccccc2)c1-c1ccccc1Br	.	14.2	-8.2	.	122.0	.	-5.7	10.9	.	.

Part of the list above, bar-delimited.
canonical_smiles | MC4R antagonist | SRC2 inh | m5-HT2A agonist | MC4R barr agon | ABCB6 inh MLPCN | Cardio protect | ABHD5 PLIN5 PPI | NOD2 RIPK2 PPI | Glyco luc inh | TLR9-MyD88 inh
O=C(Nc1ccc2c(c1)OCO2)c1cc(C2CCCCN2C(=O)c2ccc3c(c2)CCO3)on1 (stereo not given) | 6.8 | -3.1 | -3.2 | -0.3 | 102.0 | -3.9 | 6.8 | -7.5 | 2.7 | .
Cc1noc(/C=C/c2nn(C)cc2Cl)c1[N+](=O)[O-] | -3.8 | 3.1 | 3.9 | 2.1 | 96.0 | 3.2 | 9.3 | 7.8 | -2.8 | 7.9

3 of the entries above in order of the MC4R antagonist value, ascending:
compound | MC4R antagonist | SRC2 inh | m5-HT2A agonist | MC4R barr agon | ABCB6 inh MLPCN | ABHD5 PLIN5 PPI | NOD2 RIPK2 PPI | Glyco luc inh | TLR9-MyD88 inh
COC(=O)c1oc2ccc(OC)cc2c1N | -10.6 | -13.8 | 0.8 | 0.5 | 100.0 | 0.5 | 4.8 | -0.7 | 8.7
Cc1noc(/C=C/c2nn(C)cc2Cl)c1[N+](=O)[O-] | -3.8 | 3.1 | 3.9 | 2.1 | 96.0 | 9.3 | 7.8 | -2.8 | 7.9
CC(=O)Oc1c(Cl)cc(Cl)cc1/C=C/c1ccc2ccccc2n1 | -2.2 | -13.4 | -0.1 | 0.5 | 115.0 | -1.0 | -0.6 | 4.1 | 3.3
